ABCB1 block – human ABCB1 inhibition, ABCG2 as counter-screen. P08183. inhibition, % at 6.6 µM. 190,000 compounds, 0.067% hits. CCRF-Adr cells, JC-1 efflux, flow cytometry; in the data active means inhibition above about 40%;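 further: 0% = vehicle and 100% = reference inhibitor; higher value means more JC-1 retained so stronger ABCB1 efflux block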
Avidin bead fluor – compound fluoresces at 488/530 nm on avidin beads | 220,000 compounds, 0.38% hits | compound fluorescence 488/530 nm, flow cytometry; active compounds read high | fluorescence (KMESF) at 10 µM; in the data active means fluorescence above about 47; further: inactives centre near 10
HRas wt GTP bind – modulators of GTP binding to human HRas wildtype; P01112; GST-Ras wt beads, Bodipy-FL-GTP binding, flow cytometry; actives lie on both sides; GTP binding activity, % at 10 µM; 190,000 compounds, 0.14% hits; AID 759;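 active means GTP binding activity at least 20% away from the 100% baseline, either lowered as inhibitor or raised as activator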;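 further: 0% = unlabeled GTP competition control and 100% = no-compound control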
Target sequence (P01112 whole entry, looked up): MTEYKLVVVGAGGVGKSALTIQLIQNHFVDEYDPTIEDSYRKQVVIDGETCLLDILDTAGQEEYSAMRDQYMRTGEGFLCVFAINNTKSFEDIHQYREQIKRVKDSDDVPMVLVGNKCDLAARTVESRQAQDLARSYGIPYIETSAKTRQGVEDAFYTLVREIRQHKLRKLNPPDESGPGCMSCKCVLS
Cdc42 wt GTP – changes GTP binding to wildtype human Cdc42; P60953; percent activity (GTP binding), % at 10 µM; 190,000 compounds, 0.2% hits; GST-Cdc42 beads, Bodipy-GTP binding, flow cytometry; actives lie on both sides; AID 761;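 active means percent activity GTP binding at least 20 points away from the 100% baseline, either down as inhibitor or up as activator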;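 further: median bead fluorescence of bound Bodipy-FL-GTP at 100 nM; 0% = excess unlabeled GTP control and 100% = no compound control; below 100% means less GTP binding so inhibitor and above means activator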
Target sequence (P60953 whole entry, looked up): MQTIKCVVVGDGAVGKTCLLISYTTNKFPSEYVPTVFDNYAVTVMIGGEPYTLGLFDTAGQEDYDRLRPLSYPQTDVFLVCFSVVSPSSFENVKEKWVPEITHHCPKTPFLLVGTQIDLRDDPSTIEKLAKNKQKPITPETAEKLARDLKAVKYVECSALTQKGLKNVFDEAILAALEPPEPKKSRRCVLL
Pf gamet viab – inhibitors of late stage P. falciparum gametocyte viability. P. falciparum stage V gametocytes, ATP luminescence, 24 h. inhibition, % at 10.9 µM. 150,000 compounds, 0.065% hits. AID 743093;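 active means inhibition above the mean plus 3 SD of compounds within the control limits, set per campaign, cut at about 38% in these data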;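 further: 0% = DMSO wells and 100% = medium only without gametocytes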
Rac1 mut GTP – human Rac1 activated mutant GTP binding change; P63000; GST-Rac1 activated beads, fluorescent GTP binding, flow cytometry; actives lie on both sides; 100% means binding = to untreated wells; percent activity (GTP binding), % at 10 µM; 190,000 compounds, 0.11% hits;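 active means GTP binding at least 20 percentage points away from the 100% baseline, in either direction, so actives lie on both sides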
ABCG2 inh – blocks JC-1 efflux by human ABCG2 transporter; IgMXP3 cells, flow cytometry; inhibition, % at 6.6 µM; 190,000 compounds, 0.1% hits;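 active means inhibition above 80%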;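 further: 0% = DMSO and 100% = nicardipine control wells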
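Incubation: cells with compound and JC-1, 10 min at 25 °C, rotating, no wash / Test system: IgMXP3 (ABCG2) plus far-red-tagged CCRF-Adr (ABCB1) cells / Compound dosing: one concentration, 6.6 µM final / Also added: JC-1 fluorescent substrate / Evaluation: efflux inhibition in percent versus controls / Detection: flow cytometry, 530 nm JC-1 signal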
Mcl1-Noxa inh – disrupts binding of human Mcl-1 to Noxa peptide. TR-FRET Mcl-1/Noxa peptide binding, 2 h. Q07820. AID 1022. 220,000 compounds, 1.5% hits. inhibition, % at 21.7 µM;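 active means compounds that cut the protein-peptide binding signal by more than 50% relative to plate controls in a single-dose test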;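 further: His-tagged Mcl-1 with rhodamine Noxa BH3 peptide and terbium anti-His antibody; 0% = Mcl-1 plus Noxa peptide wells and 100% = peptide-only wells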
Target sequence (Q07820 whole entry, looked up): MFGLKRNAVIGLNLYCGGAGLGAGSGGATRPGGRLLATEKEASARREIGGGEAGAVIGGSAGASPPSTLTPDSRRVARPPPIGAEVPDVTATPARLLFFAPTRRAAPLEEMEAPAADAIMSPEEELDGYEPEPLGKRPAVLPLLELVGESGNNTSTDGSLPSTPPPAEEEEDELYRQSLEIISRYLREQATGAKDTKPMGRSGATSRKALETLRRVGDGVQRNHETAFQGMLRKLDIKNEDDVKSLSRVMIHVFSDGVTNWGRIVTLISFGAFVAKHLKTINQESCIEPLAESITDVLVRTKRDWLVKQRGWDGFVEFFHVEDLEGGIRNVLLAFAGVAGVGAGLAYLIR
Rab2 wt GTP – changes GTP binding to wildtype dog Rab2A, up or down. P61105. GST-Rab2 wt beads, Bodipy-GTP binding, flow cytometry. GTP binding activity, % at 10 µM. 190,000 compounds, 0.19% hits. AID 760;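 active means GTP binding activity at least 20 points away from 100%, either lowered or raised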;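 further: 0% = beads with excess unlabeled GTP and 100% = no-compound control corrected for plate trend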
Rac1 wt modul – human Rac1 wildtype GTP binding, inhibitors and activators | P63000 | GST-Rac1 beads, fluorescent GTP binding, flow cytometry; actives lie on both sides; 0 = cold GTP competed, 100 = untreated | AID 757 | 190,000 compounds, 0.27% hits | GTP binding activity (% of control), % at 10 µM;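 active means GTP binding activity at least 20 points away from the 100% control level, either lower or higher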
Rab7 wt GTP bind – alters GTP binding to wildtype dog Rab7; 190,000 compounds, 0.055% hits; GTP binding activity (percent of control), % at 10 µM; GST-Rab7 beads, fluorescent GTP binding, flow cytometry; actives lie on both sides; untreated = 100%, excess cold GTP = 0%;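 active means fluorescent GTP binding to Rab7 beads changed by at least 20 points from the 100% baseline, either direction, mostly lower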;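 further: median green fluorescence of bound Bodipy-FL-GTP per Rab7 bead population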
The depositor's hits bear a star; x = no result given.

entry	Compound	ABCB1 block	Avidin bead fluor	HRas wt GTP bind	Cdc42 wt GTP	Pf gamet viab	Rac1 mut GTP	ABCG2 inh	Mcl1-Noxa inh	Rab2 wt GTP	Rac1 wt modul	Rab7 wt GTP bind
1	COC(=O)Cn1nc(-c2ccccc2)c2cc(Cl)ccc21	0.6	17	103	102	x	100	2	11	104	102	103
2	CCOc1ncccc1C(=O)OCC(=O)c1ccc[nH]1	0.6	10	100	99	-16	100	3	19	99	101	100
3	CSCCC1Nc2ccc(S(=O)(=O)N3CCOCC3)cc2NC1=O (centres undefined)	0.3	18	95	96	-1	95	1	15	97	98	98
4	O=c1c(O)c(-c2ccc3c(c2)OCO3)oc2ccccc12	-0.1	39	98	99	-5	96	-1	23	96	98	96
5	Cc1ccc(C(=O)CSc2nc3ccccc3c(=O)[nH]2)cc1	2.0	11	102	105	-16	100	15	-4	101	106	101
6	CC(C)(C)C(=O)NC(=S)Nc1sc2c(c1C(N)=O)CCC2	-0.6	8	94	91	-2	95	3	11	90	92	90
7	O=C(CN1CCC(NC(=O)c2ccccc2F)CC1)NCc1ccc(F)cc1	1.2	15	98	101	x	95	2	4	98	98	99
8	O=C(N/N=C/c1ccc[nH]1)c1ccccc1O	0.1	13	96	97	x	95	2	-1	97	97	105
9	O=C(O)CCCCCCNS(=O)(=O)c1ccccc1	0.4	13	105	106	-1	101	2	-11	102	104	100
10	O=C(Nc1nc2c(s1)CN(Cc1ccccc1)CC2)C1CCC1	1.0	10	99	100	0	96	1	16	99	99	96
11	CCOC(=O)c1cn2nc(-c3ccc(OCC)cc3)cc2nc1C1CCN(C(=O)OC(C)(C)C)CC1	7.0	6	101	101	x	100	2	12	101	105	103
12	COc1cc(C(=O)OCC(=O)Nc2cc(-c3cc(C)c(C)cc3C)nn2-c2ccccc2)cc(OC)c1OC	1.1	4	98	98	-21	98	5	14	98	100	101

Continuation:
entry	Compound	ABCB1 block	Avidin bead fluor	HRas wt GTP bind	Cdc42 wt GTP	Pf gamet viab	Rac1 mut GTP	ABCG2 inh	Mcl1-Noxa inh	Rab2 wt GTP	Rac1 wt modul	Rab7 wt GTP bind
13	Nc1c(C(=O)NC2CCCC2)c2nc3ccccc3nc2n1N	0.8	4	94	96	11	99	3	21	92	101	91
14	CCC(CC)C(=O)c1c[nH]c(C(=O)NN)c1	1.0	8	102	99	-13	99	3	-1	100	105	100
15	CCSC(C)CC1C/C(=N/O)c2c(C)noc2C1 (centres undefined)	-1.7	5	98	96	x	100	-5	-2	98	99	94
16	Cc1ccc(N(CCCCN2C(=O)c3ccccc3C2=O)C(=O)c2ccc(Cl)s2)cc1	6.9	9	97	94	-1	97	67	25	94	99	98
17	CN1C(=O)/C(=C/c2cc(C(C)(C)C)c(O)c(C(C)(C)C)c2)NC1=S	-0.3	10	97	98	10	97	0	9	99	102	105
18	CN1CCN(CCNC(=O)Nc2ccccc2C(F)(F)F)CC1	0.3	5	102	106	10	103	0	1	100	110	99
19	Cc1cc(C)c2c(N)c(S(=O)(=O)Cc3ccccc3)sc2n1	0.5	7	98	99	x	98	5	10	94	96	95
20	COc1cccc(S(=O)(=O)NCc2ccc(C(=O)Nc3ccc(Cl)cc3)cc2)c1	-0.3	10	100	101	5	100	6	29	100	102	101
21	CCOC(=O)c1cnn(-c2nc(SC)nc3sc4c(c23)CCCC4)c1N	0.6	38	98	98	13	99	14	-9	96	99	98
22	CC1Cc2ccccc2N1C1=CC(=O)CC(C)(C)C1 (centres undefined)	0.1	9	99	99	x	96	7	3	100	99	106
23	CCCCCCNS(=O)(=O)c1ccc(NC(=O)C2CCCO2)cc1 (centres undefined)	0.5	3	102	104	1	106	2	17	98	113	102
24	Cn1nc(-c2ccccc2)c2nc3ccccc3nc21	2.2	12	101	104	x	100	40	-12	95	107	100

A draw from above in order of molecular weight, largest number first.
entry	Compound	ABCB1 block	Avidin bead fluor	HRas wt GTP bind	Cdc42 wt GTP	Pf gamet viab	Rac1 mut GTP	ABCG2 inh	Mcl1-Noxa inh	Rab2 wt GTP	Rac1 wt modul	Rab7 wt GTP bind
21	CCOC(=O)c1cnn(-c2nc(SC)nc3sc4c(c23)CCCC4)c1N	0.6	38	98	98	13	99	14	-9	96	99	98
15	CCSC(C)CC1C/C(=N/O)c2c(C)noc2C1 (centres undefined)	-1.7	5	98	96	x	100	-5	-2	98	99	94
24	Cn1nc(-c2ccccc2)c2nc3ccccc3nc21	2.2	12	101	104	x	100	40	-12	95	107	100

(further entries)
entry	Compound	ABCB1 block	Avidin bead fluor	HRas wt GTP bind	Cdc42 wt GTP	Pf gamet viab	Rac1 mut GTP	ABCG2 inh	Mcl1-Noxa inh	Rab2 wt GTP	Rac1 wt modul	Rab7 wt GTP bind
25	CCN(CC)CCNC(=O)Cn1cnc2sc(C)c(S(=O)(=O)N3CCN(c4ncccn4)CC3)c2c1=O	0.1	10	101	101	-8	96	0	22	100	101	103
26	CCOC(=O)CN1C(=O)C2(OCCCO2)c2ccccc21	0.7	12	100	101	-21	96	2	9	98	97	99
27	CCCN(CCC)CCCNC(=O)CS(=O)Cc1nc(-c2ccc(OC)c(OC)c2)oc1C (centres undefined)	-0.1	31	94	98	9	93	0	7	94	96	93
28	N=c1c(C(=O)NCc2ccco2)cc2c(=O)n3ccccc3nc2n1Cc1ccc(Cl)cc1	1.6	6	98	99	1	97	6	x	98	98	93
29	COc1ccc(N2CCN(C(CNC(=O)C(=O)NCCCn3ccnc3)c3ccco3)CC2)cc1 (centres undefined)	-0.1	9	96	97	-18	97	-1	7	97	97	94
30	CN(C)S(=O)(=O)c1cccc(-c2nnc(SCc3cc(Cl)cc4c3OCOC4)n2N)c1	-0.6	11	100	101	x	95	-3	-13	100	106	100
31	CCCn1nnc(NC(=S)NC(=O)Cc2ccccc2)n1	-0.1	10	96	100	-1	99	0	-13	98	96	98
32	CCOC(=O)c1ccc(NC(=O)COc2ccc(S(=O)(=O)NC(C)CC)cc2)cc1 (centres undefined)	0.2	30	101	100	4	99	1	5	101	100	98
33	O=C(Cn1nnc(-c2ccccc2F)n1)Nc1ccc(C(=O)N2CCOCC2)cc1	0.2	13	99	100	22	94	2	14	95	96	95
34	COc1ccccc1NC(=S)NNC(=O)c1nn(C)c(C)c1Cl	-0.4	10	101	102	-40	96	2	-81	99	105	102
35	CCOC(=O)C1CCCN(C(=O)/C=C/c2ccc([N+](=O)[O-])cc2)C1 (centres undefined)	0.4	12	101	103	x	103	6	-4	102	105	101
36	Cc1ccc(-c2nn(-c3ccccc3)cc2/C=N/NC(=O)CSc2nnc(C)n2-c2ccccc2)cc1	1.5	11	101	100	x	104	6	13	99	105	100

(cont.)
entry	Compound	ABCB1 block	Avidin bead fluor	HRas wt GTP bind	Cdc42 wt GTP	Pf gamet viab	Rac1 mut GTP	ABCG2 inh	Mcl1-Noxa inh	Rab2 wt GTP	Rac1 wt modul	Rab7 wt GTP bind
37	CC(=O)Nc1ccc(S(=O)(=O)Nc2nc3ccccc3nc2Sc2nncn2C)cc1	0.9	26	100	102	x	95	1	20	99	98	100
38	Cc1ccc(NC(=O)CN2CCc3ccccc3C2)cc1S(=O)(=O)N1CCOCC1	-0.2	6	97	101	0	100	0	-1	99	100	95
39	COc1ccc(Cl)cc1NC(=S)NN1CCOCC1	0.8	11	97	97	-13	96	9	4	95	99	97
40	Cc1ccc(CN(C(=O)c2cc3ccccc3oc2=O)C2CCS(=O)(=O)C2)cc1 (centres undefined)	0.9	35	100	101	9	100	3	10	101	100	102
41	COc1ccccc1NC(=O)CN1CCN(Cc2ccccc2)CC1	1.2	15	102	103	16	98	2	23	102	104	102
42	COc1ccccc1C(=O)NC(=S)Nc1cc(C(=O)O)ccc1C	-0.3	18	97	99	-26	93	4	27	101	99	107
43	c1ccc(C2c3c(ccc4ccccc34)Oc3ncn4nc(-c5ccco5)nc4c32)cc1 (centres undefined)	0.7	17	102	102	-20	103	3	-6	99	106	103
44	CCOc1ccc(NC(=O)CS(=O)CC(=O)NC2CCCc3ccccc32)cc1 (centres undefined)	0.6	13	103	104	8	99	4	17	103	101	99
45	CC1=NNC(=O)C1CCC(=O)N/N=C\c1cccc(Cl)c1 (centres undefined)	-0.1	10	102	102	x	97	-2	-3	102	103	111
46	CCn1nc(C(=O)N[C@@H](CCSC)c2nc3ccccc3[nH]2)c2ccccc2c1=O	2.4	10	97	95	x	95	2	x	95	92	95

Retrieved by compound from above, two records:
entry	Compound	ABCB1 block	Avidin bead fluor	HRas wt GTP bind	Cdc42 wt GTP	Pf gamet viab	Rac1 mut GTP	ABCG2 inh	Mcl1-Noxa inh	Rab2 wt GTP	Rac1 wt modul	Rab7 wt GTP bind
38	Cc1ccc(NC(=O)CN2CCc3ccccc3C2)cc1S(=O)(=O)N1CCOCC1	-0.2	6	97	101	0	100	0	-1	99	100	95
44	CCOc1ccc(NC(=O)CS(=O)CC(=O)NC2CCCc3ccccc32)cc1 (centres undefined)	0.6	13	103	104	8	99	4	17	103	101	99

From PubChem BioAssay
